OXTR potentiator: potentiates the human oxytocin receptor response; CHO-OTR cells, Fluo-8 calcium fluorescence, potentiator mode; 0% = oxytocin EC15, 100% = EC100; activation, % at 3 µM; 320,000 tested, 0.061% active;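 active = activation above that plate's cutoff, the mean activation of tested compounds plus 3 SD, cut at about 6.6% in these data, passing the limit was not always enough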;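 also: 100% uses oxytocin at 75 nM as the full agonist control; some results filed as inactive read as strong as hits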
Target sequence (P30559 whole entry, looked up): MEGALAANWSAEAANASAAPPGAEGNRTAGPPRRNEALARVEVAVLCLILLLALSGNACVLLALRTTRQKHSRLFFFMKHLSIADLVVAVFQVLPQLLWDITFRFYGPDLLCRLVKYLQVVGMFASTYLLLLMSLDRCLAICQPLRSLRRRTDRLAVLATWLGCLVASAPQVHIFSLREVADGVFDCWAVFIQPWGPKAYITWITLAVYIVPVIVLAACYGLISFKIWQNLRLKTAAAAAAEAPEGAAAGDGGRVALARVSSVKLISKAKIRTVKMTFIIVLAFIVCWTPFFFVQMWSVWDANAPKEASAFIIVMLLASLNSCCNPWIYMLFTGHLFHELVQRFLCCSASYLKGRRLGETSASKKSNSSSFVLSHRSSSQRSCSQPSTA
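Material: human OTR in CHO cells. Compound: 3.0 µM, one dose. Timing: compound 6 min at room temperature before oxytocin, 100 s read. Evaluation: % activation of max/min ratio relative to oxytocin controls. Replication: single well per compound, singlicate. Signal: Fluo-8 calcium dye fluorescence.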
CHO-K1 Ca antag: counter-screen for M1 antagonists: effect in parental CHO-K1 cells; ATP-induced calcium, Fluo-8 fluorescence; inhibition, % at 3 µM; 360,000 tested, 0.6% active;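 active = inhibition above a per-plate cutoff, the plate's mean sample inhibition plus 3 SD, cut at about 24% in these data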;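 also: 0% = DMSO plus EC80 ATP and 100% = DMSO alone without ATP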
CHO-K1 Ca ag: counter-screen for M1 agonists: effect in parental CHO-K1 cells; activation, % at 3 µM; Fluo-8 calcium fluorescence; scaled to maximal ATP response, vehicle zero; 360,000 tested, 0.48% active; in the data active = activation above about 15%;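 also: untransfected CHO-K1 host cells lacking M1 receptor as counterscreen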
V1aR counter: V1a receptor agonism, counter-screen for OXTR agonists. P37288. AID 2797. activation, % at 3 µM. CHO-V1R cells, Fluo-8 calcium fluorescence, agonist mode; 0% DMSO, 100% 3 nM vasopressin. 320,000 tested, 0.25% active;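 active = activation above the mean activation of all tested compounds plus 3 SD, per screening run, cut at about 20% in these data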;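 also: signal is peak over basal fluorescence ratio across a 100 second FLIPR read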
OXTR ag: activates the human oxytocin receptor; P30559; CHO-OTR cells, Fluo-8 calcium fluorescence; normalized: DMSO 0%, oxytocin 100%; activation, % at 3 µM; 320,000 tested, 0.32% active;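 active = activation above the mean of all tested compounds plus 3 SD, cutoff set per screening run, cut at about 20% in these data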;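 also: peak over basal fluorescence ratio from a 100 s FLIPR kinetic read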
M1 PAM parental: M1 PAM counterscreen hit in parental CHO-K1 cells; ATP EC20, Fluo-8 calcium fluorescence; 0% at ATP EC20, 100% at ATP max; activation, % at 3 µM; 360,000 tested, 0.02% active; AID 602247;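 active = activation above the run cutoff, the mean activation of all test compounds plus 3 SD, cut at about 40% in these data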;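 also: peak over basal fluorescence ratio in a 140 s read after ATP addition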
CHO parental Ca: counter-screen: ATP calcium response change in parental CHO cells; parental CHO-K1, ATP-induced calcium, Fluo-8 fluorescence; inhibition, % at 5.6 µM; 330,000 tested, 0.63% active;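 active = inhibition above that plate's mean sample inhibition plus 3 SD, cut at about 26% in these data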;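 also: 0% = ATP-challenged DMSO wells and 100% = DMSO wells without ATP; some compounds past the cut are filed as inactive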
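test system = CHO parental line | reagent = ATP stimulus | measured by = intracellular calcium via Fluo-8 no-wash fluorescent dye | control set = ATP and no-ATP DMSO wells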
TAAR1 antagonist: human TAAR1 antagonism; Q96RJ0; CHO RD-HGA16 TAAR1, Fluo-8 calcium fluorescence, antagonist; inhibition, % at 3 µM; 360,000 tested, 1.5% active; AID 624466;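 active = inhibition above a per-plate cutoff, the mean inhibition of test compounds on that plate plus 3 SD, cut at about 49% in these data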;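 also: 0% = DMSO plus EC80 beta-PEA response and 100% = DMSO alone without agonist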
Target sequence (Q96RJ0 whole entry, looked up): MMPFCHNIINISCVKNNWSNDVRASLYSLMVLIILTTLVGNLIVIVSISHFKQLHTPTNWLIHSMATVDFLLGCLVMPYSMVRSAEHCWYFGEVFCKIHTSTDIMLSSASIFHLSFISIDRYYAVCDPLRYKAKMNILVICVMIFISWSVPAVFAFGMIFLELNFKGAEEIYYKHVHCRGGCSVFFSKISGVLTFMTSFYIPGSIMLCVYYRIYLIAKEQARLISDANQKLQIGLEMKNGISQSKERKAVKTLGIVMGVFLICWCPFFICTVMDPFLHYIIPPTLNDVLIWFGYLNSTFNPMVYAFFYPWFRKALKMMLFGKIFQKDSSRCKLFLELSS
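System: CHO RD-HGA16 cells bearing hTAAR1. Reagent: EC80 β-phenethylamine stimulus. Schedule: seeding 17-24 h prior, 75-min 37 °C, 30-min RT dye loading. Signal: Fluo-8 intracellular calcium dye fluorescence, real-time kinetic reads. Read-out: % inhibition from peak post-agonist over basal fluorescence ratio. Benchmarks: vehicle wells and EC80 agonist wells. Replicates: n of 1.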
GPR7 antagonist: human neuropeptides B/W receptor 1 antagonism; GPR7-expressing cells, fluorescence antagonist assay; P48145; inhibition, % at 4.4 µM; AID 1861; 290,000 tested, 1.1% active; in the data active = inhibition above about 16%, passing the limit was not always enough;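 also: cells stimulated with the agonist NPW; 0% = agonist with vehicle and 100% = vehicle without agonist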
Target sequence (P48145 whole entry, looked up): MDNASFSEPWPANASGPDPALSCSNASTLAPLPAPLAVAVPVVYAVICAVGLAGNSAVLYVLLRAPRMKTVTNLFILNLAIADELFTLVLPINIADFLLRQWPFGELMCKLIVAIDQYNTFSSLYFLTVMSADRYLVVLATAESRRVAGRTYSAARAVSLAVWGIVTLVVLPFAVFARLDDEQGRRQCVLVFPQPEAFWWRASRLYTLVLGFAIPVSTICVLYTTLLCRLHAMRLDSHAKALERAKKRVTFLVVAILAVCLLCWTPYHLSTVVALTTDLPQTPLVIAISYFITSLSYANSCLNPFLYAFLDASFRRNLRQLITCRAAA
* = called active by the depositor; nt = no result given. Compounds were not picked by outcome; 3.5% or so of the library scored in one or more.

canonical_smiles	OXTR potentiator	CHO-K1 Ca antag	CHO-K1 Ca ag	V1aR counter	OXTR ag	M1 PAM parental	CHO parental Ca	TAAR1 antagonist	GPR7 antagonist
OCCOC1CCCc2oc(-c3ccccc3)c(C#CC3(O)CCCCC3)c21 (stereo unspecified)	nt	-3	-0.1	nt	nt	-3	nt	-10	nt
CC(=O)OCCCN1c2ccccc2Nc2nnc(-c3ccccc3)cc21	-6	17	3.0	1.2	0.9	-6	-11	28	-10
CC(=O)NS(=O)(=O)c1ccc(Nc2ccc([N+](=O)[O-])c3nonc23)cc1	1	-23	2.2	3.5	1.6	25	3	-21	2
Cc1ccc(-c2ccc(=O)n(CCC(=O)NCCN3CCCCC3C)n2)cc1 (stereo unspecified)	2	1	0.9	0.2	-0.5	13	-13	-1	-7
CCOC(=O)Cc1cnc(N)s1	-5	-13	1.2	1.7	1.7	15	-8	-22	5
O=C(N/N=C/c1ccncc1)NC12CC3CC(CC(C3)C1)C2	-10	-7	1.7	-0.5	-2.4	11	-8	-40	-3
COc1ccc(NC(=O)c2ccc([N+](=O)[O-])o2)cc1	-5	6	-0.5	-0.3	-0.7	-14	-1	3	1
O=C1CSC2(N1)C1CC3CC(C1)CC2C3 (stereo unspecified)	-8	-6	0.6	0.6	-1.4	14	-3	-13	-5
CCN(C(=O)c1cc2c(=O)[nH]c3ccc(C)cc3c2s1)c1ccccc1C	-14	-2	-0.1	0.5	0.1	5	-21	-17	3
COc1ccccc1N1CCN(C(=O)c2ccc3[nH]c4c(c3c2)CCCC4)CC1	-9	19	-0.5	1.0	0.2	-4	-11	29	1
Cc1cc2nc(SCC(=O)Nc3ccccc3C(=O)O)[nH]c2cc1C	-1	1	-0.5	-0.1	-1.5	-7	-2	-9	-12
COc1ccc2oc(C(=O)OCC(=O)NCc3ccco3)c(C)c2c1	-10	-3	1.8	-1.0	-0.1	3	-2	-36	nt
COc1ccc(N2CCN(CCOc3ccc4c(C)cc(=O)oc4c3)CC2)cc1	-7	12	-0.1	-0.4	-1.4	-10	-17	-9	-4
CCOC(=O)[C@H]1[C@H]2COc3ccccc3[C@@H]2N2C(=O)c3cc(Br)ccc3NC(=O)[C@@]12C	-8	-20	1.2	-0.2	-0.9	17	11	7	nt
CCCCN(C(=O)c1ccc(C)c(S(=O)(=O)N2CCOCC2)c1)c1c(N)n(CCCC)c(=O)[nH]c1=O	-4	11	0.3	-0.3	-0.5	-22	-16	-16	nt
CCCCN(CCCC)Cc1cc2ccccc2c2c1COC2	-5	-6	0.1	-1.2	-2.3	19	-23	-8	6
CCCCCCOc1ccc(-c2ccc(C#N)cn2)cc1	-18	-15	1.3	1.1	-0.5	23	12	-1	13
O=C(CSc1nc2ccccc2c(=O)n1-c1ccc(F)cc1)NCc1ccco1	-1	-10	0.1	-1.2	-0.9	14	-16	nt	3
COc1cc(C(=O)Oc2cccc(Nc3ncnc4ccccc34)c2)cc(OC)c1OC	-11	11	11	6.2	6.1	-3	43*	82*	-11
c1cncc(C(c2nnnn2C2CCCCC2)N2CCN3CCCC3C2)c1 (stereo unspecified)	-12	-13	0.8	1.6	-0.1	19	-5	6	-16
CCC(CC)NC(=O)Nc1ccccc1C(F)(F)F	-2	-3	0.3	-1.3	-0.1	-14	7	-2	-5
Cc1sc2ncn(CC(=O)N3CCCCC3)c(=O)c2c1S(=O)(=O)N1CCC(C)CC1	-3	-13	0.3	-0.7	-1.7	-2	-23	-12	-7
Clc1ccc(Cc2nc(-c3ccncc3)no2)cc1	0	-2	1.3	2.2	-0.6	-7	-15	8	2
O=C1N=C(N2CCCCC2)S/C1=C\c1ccncc1	-5	-4	1.3	0.5	0.6	4	-2	10	-15
CCCCCC(=O)Nc1ccc(-c2nnc3n2CCCCC3)cc1	-3	-1	0.3	-0.2	0.3	8	1	-6	-17
COc1ccccc1N1CCN(C(=O)c2ccc(S(=O)(=O)N3CCCC3)cc2)CC1	-3	1	1.9	2.4	0.1	18	-14	-9	-11
COc1cc(C)c(Cl)cc1S(=O)(=O)n1cnc(C)c1	-4	-18	-0.2	0.8	-0.9	9	-10	-19	-5
O=C(Nc1ccc2oc(=O)ccc2c1)c1cccnc1Cl	-9	-3	1.7	0.6	1.1	15	-20	-9	-2
Cc1noc(C)c1COc1ccccc1C(=O)N1CCN(S(=O)(=O)c2ccc(C(C)C)cc2)CC1	nt	-2	2.3	nt	nt	8	nt	-26	nt
COc1ccc(Oc2nc(-c3ccccc3)ncc2C(=O)O)cc1	2	15	-0.1	1.4	0.7	-12	-8	-16	2

Three records drawn at random from those above, as already listed:
canonical_smiles	OXTR potentiator	CHO-K1 Ca antag	CHO-K1 Ca ag	V1aR counter	OXTR ag	M1 PAM parental	CHO parental Ca	TAAR1 antagonist	GPR7 antagonist
COc1cc(C)c(Cl)cc1S(=O)(=O)n1cnc(C)c1	-4	-18	-0.2	0.8	-0.9	9	-10	-19	-5
CCCCN(CCCC)Cc1cc2ccccc2c2c1COC2	-5	-6	0.1	-1.2	-2.3	19	-23	-8	6
COc1ccccc1N1CCN(C(=O)c2ccc3[nH]c4c(c3c2)CCCC4)CC1	-9	19	-0.5	1.0	0.2	-4	-11	29	1

Record cards (already shown). Screens in order: OXTR potentiator, CHO-K1 Ca antag, CHO-K1 Ca ag, V1aR counter, OXTR ag, M1 PAM parental, CHO parental Ca, TAAR1 antagonist, GPR7 antagonist
`O=C1N=C(N2CCCCC2)S/C1=C\c1ccncc1` as listed: -5, -4, 1.3, 0.5, 0.6, 4, -2, 10, -15
`CCCCCCOc1ccc(-c2ccc(C#N)cn2)cc1` as listed: -18, -15, 1.3, 1.1, -0.5, 23, 12, -1, 13

(further entries)
canonical_smiles	OXTR potentiator	CHO-K1 Ca antag	CHO-K1 Ca ag	V1aR counter	OXTR ag	M1 PAM parental	CHO parental Ca	TAAR1 antagonist	GPR7 antagonist
CCC(=O)N1CCN(c2ccc(NC(=O)c3cc4ccccc4o3)cc2)CC1	-22	8	8.0	6.6	5.0	4	-3	41	0
Cc1ccccc1NC(=O)CN1C(=O)c2cccnc2Oc2ccc(Cl)cc21	-6	-15	-0.3	-0.7	-0.6	12	-16	-46	-4
COc1ccc(NC(=O)CC2C(=O)N(c3ccc(OC)cc3)C(=S)N2NC(=O)c2cccc(F)c2)cc1 (stereo unspecified)	-6	8	0.8	1.1	-0.5	-6	-14	-9	-7
O=C1CN(C(=O)CSc2nc(-c3ccccc3)cs2)c2ccccc2N1	-6	-13	3.2	1.3	0.1	26	-19	-12	-8
Cc1csc(SCC(=O)Nc2cc(S(=O)(=O)N(C)C)ccc2C)n1	-11	-4	0.1	0.0	-1.1	-7	-10	-26	nt
CN1C(=O)CC(NNC(=O)c2ccc(Cl)cc2)C1=O (stereo unspecified)	-2	-15	0.6	0.0	-0.4	20	-7	0	-5
COc1ccccc1CNC(=O)C(C)NS(=O)(=O)c1ccc(Br)cc1 (stereo unspecified)	-4	-10	0.8	0.5	-0.4	20	-22	4	-5
CC[C@]12c3[nH]c4ccc(Cl)cc4c3CCN1C(=O)[C@@H](CC(=O)NCc1ccco1)C[C@@H]2C(=O)N1CCN(C(=O)C2CC2)CC1	nt	-2	0.0	nt	nt	15	-8	4	nt
CC(=O)c1c(C)nc2nonc2c1N	-12	-4	-0.1	-0.2	-0.2	-5	8	0	-6
COc1ccc(CCNC(=O)C2CCN(S(C)(=O)=O)CC2)cc1OC	4	2	-0.1	0.2	1.1	-7	-8	-3	7
CC[C@]12c3[nH]c4cc(CCC(=O)N(C)C)ccc4c3CCN1C(=O)[C@@H](CC(=O)NCCC1=CCCCC1)C[C@@H]2C(=O)N1CCN(C(=O)C2CC2)CC1	nt	-15	0.5	nt	nt	15	-14	-2	nt
COC(C(=O)C(O)C(C)O)C1Cc2cc3cc(OC4CC(OC5CC(O)C(O)C(C)O5)C(O)C(C)O4)c(C)c(O)c3c(O)c2C(=O)C1OC1CC(OC2CC(OC3CC(O)C(OC)C(C)O3)C(O)C(C)O2)C(O)C(C)O1 (stereo unspecified)	nt	-7	1.5	nt	nt	-2	nt	4	nt
CCn1ccnc1C(O)(c1ccccc1)c1ccccc1	-12	-1	1.0	-0.3	-0.8	12	5	-24	-10
COC(=O)c1c(C)[nH]c(C(=O)CC#N)c1C	-8	-10	0.9	-0.6	0.1	14	-22	-8	-18
CN(CC(=O)Nc1ccc(OC(F)(F)F)cc1)C(=O)Cc1ccc2c(c1)CCC2	-6	-10	0.3	-0.1	-0.6	4	-4	17	nt
Cc1c(CN2CC[C@@H](N3CCN(c4ccccn4)CC3)[C@H](O)C2)[nH]c2ccc(F)cc12	-2	4	0.8	2.8	3.0	-1	-18	16	-13
COc1cc(OC)c(OC)cc1CNC(=O)c1cc(=O)c2ccccc2o1	-12	-14	0.6	1.0	0.7	-4	6	-1	13
COc1ccc(S(=O)(=O)N2CCCCC2c2cc(C(=O)N3CCOCC3)no2)cc1 (stereo unspecified)	nt	23	-0.2	nt	nt	-15	nt	-18	nt
CS(=O)(=O)N(CC(=O)Nc1ccc(Cl)c(Cl)c1)C1CCCCC1	-10	2	5.4	2.8	2.4	8	-6	18	1
CC1=C(CC/C(C)=N/NC(N)=S)C(C)(C)CCC1	2	10	0.2	0.7	-0.7	-5	-4	-16	-16
O=C(Cn1cnc2c(OCc3ccccc3)ncnc21)NCCCc1ccccc1	3	-13	1.1	1.4	2.1	16	-9	-19	nt
COc1ccc(C2(O)CCN(C(=O)NC3CCCCC3)CC2)cc1	-5	-22	1.8	1.0	1.6	7	14	13	-6
Cc1cc(C)c(NC(=O)COC(=O)C2CCC2)c(Cl)c1	0	7	-0.4	-0.4	-0.4	-22	-5	-8	-14
C=CCNc1ncnc2c1cnn2-c1ccc(OC)cc1	3	-1	1.8	0.2	1.0	12	-6	-2	8
CC(C)c1nnc(NC(=O)CCS(=O)(=O)c2nc(-c3cccs3)cc(C(F)(F)F)n2)s1	-9	-4	1.0	-0.3	-2.1	8	-25	-5	-5
CC1=C(C(=O)N(C)C)CC(CC(=O)NC2CCCCC2)C(=O)N1Cc1ccccc1 (stereo unspecified)	nt	-11	0.2	nt	nt	-1	nt	-15	nt
CCOc1ccc(S(=O)(=O)Nc2cccc(C(=O)N3CCN(c4ccccc4O)CC3)c2)cc1	1	-9	4.1	3.2	1.7	8	-28	36	nt

Quoted from the listing.
M1 PAM parental with Cc1cc(C)c(NC(=O)COC(=O)C2CCC2)c(Cl)c1 : -22
TAAR1 antagonist with CC[C@]12c3[nH]c4cc(CCC(=O)N(C)C)ccc4c3CCN1C(=O)[C@@H](CC(=O)NCCC1=CCCCC1)C[C@@H]2C(=O)N1CCN(C(=O)C2CC2)CC1 : -2
